Bioassay records deposited in PubChem BioAssay by several laboratories.
DAX1 inh-1 = DAX1 (NR0B1) inhibition, primary screen | HEK293T StAR-luciferase reporter, SF-1/DAX-1 repression relief | inhibition, % at 6.8 µM | 370,000 compounds, 1.1% hits | AID 652010;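 active means inhibition above the mean over all tested compounds plus 3 SD, cut at about 3.6% in these data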;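 further: 0% = DAX-1 cells with DMSO and 100% = cells lacking DAX-1 with DMSO; higher inhibition means more luminescence from relief of DAX-1 repression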
ssDAF12 agonist = activates DAF-12 receptor from parasite S. stercoralis; HEK293 ssDAF-12/GRIP1 lit1-tk-luc reporter, luminescence; % of 3 µM dafachronic acid response; activation, % at 6.8 µM; 370,000 compounds, 1% hits;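 active means activation above the mean over all tested compounds plus 3 SD, cut at about 0.9% in these data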;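 further: 0% = DMSO-only wells and 100% = 3 µM delta7-dafachronic acid wells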
hgDAF12 agonist = activates the H. glycines DAF-12 receptor ligand-binding domain; AID 687014; HEK293 GAL4-hgDAF12 UAS-luciferase reporter, agonist luminescence; normalized to butyrate control; activation, % at 6.8 µM; 370,000 compounds, 1.8% hits;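 active means activation above a cutoff set at the mean of all screened compounds plus 3 SD, cut at about 10% in these data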;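 further: 0% = DMSO wells and 100% = sodium butyrate wells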
SMARCA2 act = SMARCA2 function activation, primary screen. activation, % at 9.1 µM. MG213 cells, MMTV-luciferase reporter, dexamethasone, overnight. 370,000 compounds, 1% hits. AID 652017; in the data active means activation above about 7.8%;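 further: 0% = vehicle wells and 100% = reference activator wells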
DAX1 inh-2 = inhibitors of human orphan nuclear receptor DAX1 (NR0B1) | inhibition, % at 6.75 µM | 340,000 compounds, 0.99% hits | HEK293 Gal4-DAX1 luciferase reporter, luminescence | AID 504766 | P51843;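 active means inhibition above the mean over all tested compounds plus 3 SD, cut at about 4.2% in these data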;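 further: 0% = DAX1-transfected cells with DMSO and 100% = empty-vector control cells with DMSO; inhibition shows as a rise in luminescence from relieved DAX1 repression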
Target sequence (P51843 207-470 limits assumed): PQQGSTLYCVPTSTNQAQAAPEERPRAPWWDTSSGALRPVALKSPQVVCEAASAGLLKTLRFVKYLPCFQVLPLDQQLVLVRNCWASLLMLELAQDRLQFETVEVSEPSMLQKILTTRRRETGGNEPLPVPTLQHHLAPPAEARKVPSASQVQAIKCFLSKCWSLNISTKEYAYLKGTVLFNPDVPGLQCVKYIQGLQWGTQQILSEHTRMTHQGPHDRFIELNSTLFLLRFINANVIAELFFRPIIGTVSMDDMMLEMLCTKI
hcDAF12 agonist = activates DAF-12 receptor from parasite H. contortus; HEK293 hcDAF-12 lit1-tk-luc reporter, luminescence; 0% DMSO, 100% Δ7-dafachronic acid; 370,000 compounds, 1.4% hits; activation, % at 6.8 µM;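 active means activation above the mean of all tested compounds plus 3 SD, cut at about 5.5% in these data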;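 further: 100% = response to 3 µM Δ7-dafachronic acid high control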
sPLA2-III inh = Blocks human group III sPLA2 activity. Q9NZ20. QFRET BODIPY PC-A2 liposome hydrolysis, fluorescence. inhibition, % at 12.2 µM. 370,000 compounds, 0.56% hits. AID 743126;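 active means inhibition above mean plus 3 SD of compounds lying within the high and low control bounds, cut at about 19% in these data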;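 further: 0% = median of test compound wells and 100% = no enzyme DMSO wells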
Target sequence (Q9NZ20 whole entry, looked up): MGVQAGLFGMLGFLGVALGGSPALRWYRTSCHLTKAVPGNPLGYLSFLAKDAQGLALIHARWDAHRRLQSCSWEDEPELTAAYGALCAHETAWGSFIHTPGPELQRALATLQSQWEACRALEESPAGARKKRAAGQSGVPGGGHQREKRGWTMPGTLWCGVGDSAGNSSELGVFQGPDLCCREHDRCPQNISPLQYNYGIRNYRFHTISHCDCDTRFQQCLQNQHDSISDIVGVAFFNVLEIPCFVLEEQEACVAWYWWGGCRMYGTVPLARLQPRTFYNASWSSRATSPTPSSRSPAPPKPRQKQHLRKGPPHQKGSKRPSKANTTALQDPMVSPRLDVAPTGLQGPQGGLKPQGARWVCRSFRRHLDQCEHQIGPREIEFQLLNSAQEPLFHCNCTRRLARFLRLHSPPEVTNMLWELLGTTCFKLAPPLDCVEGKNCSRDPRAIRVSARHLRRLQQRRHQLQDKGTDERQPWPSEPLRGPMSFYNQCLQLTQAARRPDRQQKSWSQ
PG9 binder = small molecules binding HIV-1 gp120 antibody PG9. TR-FRET gp120-PG9 antibody binding. inhibition, % at 6.7 µM. 360,000 compounds, 0.43% hits. AID 624416; in the data active means inhibition above about 8.5%
NR1D1 modulator = Rev-erb alpha (human) modulation | Rev-erbα–FITC-DNA binding, fluorescence polarization, 90 min | activity, % at 10 µM | 370,000 compounds, 0.79% hits | AID 1259318;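 active means activity above about 14%, limit read from the data; passing the limit was not always enough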;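 further: 0% = DMSO wells with 35 nM protein and 100% = DMSO wells with 750 nM protein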
PLCb3 inh = blocks human PLC-beta3 enzyme activity. Q01970. AID 720704. Purified PLC-beta3, fluorogenic substrate, fluorescence. 370,000 compounds, 0.18% hits. inhibition, % at 12.2 µM; in the data active means inhibition above about 11%;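 further: 0% = median of compound wells on plate and 100% = full blocker control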
FXN GAA850 act = increases GAA850 frataxin promoter reporter activity; HEK293 lucGAA850 FXN promoter luciferase reporter, 24 h; percent of 10 µM SAHA response; activation, % at 6 µM; 360,000 compounds, 0.56% hits;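 active means activation above the average of all compounds screened plus 3 SD, cutoff fixed separately per campaign, cut at about 7.5% in these data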;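 further: 0% = DMSO wells and 100% = 10 µM SAHA wells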
Starred values were filed as active, the others as inactive; x = not tested or not shown; & = joins results of further samples.

SMILES	DAX1 inh-1	ssDAF12 agonist	hgDAF12 agonist	SMARCA2 act	DAX1 inh-2	hcDAF12 agonist	sPLA2-III inh	PG9 binder	NR1D1 modulator	PLCb3 inh	FXN GAA850 act
COc1ccc2c(C)c(C(=O)NCC(C)O)oc2c1OC (stereo unspecified)	-0.2	-1.6	1.0	2	0.1	-0.9	1	-1.6	1	-217	0.1
COc1ccc(/C=N\NC(=O)CCN2CCN(c3ccccc3)CC2)cc1OC	-0.3	-1.1	-0.6	2	1.7	-0.8	-2	-1.1	-1	1	2.5
C[C@@H]1CN([C@@H](C)CO)C(=O)CCCn2cc(nn2)CO[C@H]1CN(C)C(=O)Nc1ccccc1F	-1.0	-0.8	0.9	-1	x	0.6	11	2.3	-2	-8	x
COCCNC(=S)N(C)[C@H]1C[C@H]2c3[nH]c4c(-c5ccc6c(c5)OCO6)cccc4c3CCN2C(=O)[C@H]1[C@H](C)O	-1.5	-1.1	-2.1	-5	x	-1.3	-15	-1.7	1	-21	x
O=C(Nc1ccon1)c1cnc2sccn2c1=O	0.1	-0.8	3.1	2	0.1	2.6	4	-1.2	4	-11	3.2
Nn1c(SCC(=O)NC2CCS(=O)(=O)C2)nc2scc(-c3ccccc3)c2c1=O (stereo unspecified)	0.2	-1.0	-0.8	2	0.4	0.1	-5	0.6	4	-1	1.0
Cc1cc(OCC(=O)Nc2sc3c(c2C#N)CC(C)(C)NC3(C)C)c(C(C)C)cc1Cl	0.2	-0.4	-1.8	1	0.1	-1.6	1	-0.2	2	-5	-0.3
COc1ccc(C(=O)NC(=S)NCc2ccco2)cc1	0.0	-1.6	1.8	-3	2.7	-1.4	7	-1.2	6	-8	-1.0
COc1ccc(CC(=O)Oc2ccc(C)cc2Br)cc1S(=O)(=O)N1CCOCC1	-1.0	-1.0	-3.1	2	-0.8	-1.9	-22	-0.7	-1	-5	0.5
COc1cc(/C=N/NC(=O)c2ccc3ccccc3c2)ccc1Oc1ccc([N+](=O)[O-])cn1	-1.4	-2.4	-3.2	1	-3.2	-2.7	2	-3.3	-1	2	-1.8
O[C@H]1C[C@H](c2ccc(Cl)cc2)N(CC2CCCCC2)C[C@@H]1n1cc(C2CC2)nn1	0.1	0.6	2.4	-3	0.5	0.9	-15	0.7	7	4	2.2
Brc1ccc2c(c1)C(c1cccnc1)=NNC(c1cccs1)=N2	-0.2	-1.5	-0.3	1	0.8	-1.0	-2	-0.6	7	-1	0.5
CC1SCCN1S(=O)(=O)c1ccc2ccccc2c1 (stereo unspecified)	-0.9	-1.3	-1.6	0	-0.5	-2.2	0	0.2	2	8	-1.9
O=C(CCCN1C(=O)C(c2ccccc2)Oc2cccnc21)NCc1ccc(F)cc1 (stereo unspecified)	2.0	-1.1	-2.9	-1	0.3	-0.1	4	0.3	1	2	-0.5
Cc1cc(C)c(NC(=O)c2cc(C(=O)O)ccc2C(=O)O)c([N+](=O)[O-])c1	-0.1	-0.6	-1.1	-2	0.7	-1.4	-3	-1.8	-1	4	2.8

Some values from the list:
`O=C(CCCN1C(=O)C(c2ccccc2)Oc2cccnc21)NCc1ccc(F)cc1` (stereo unspecified) in hgDAF12 agonist is listed with -2.9
`Cc1cc(OCC(=O)Nc2sc3c(c2C#N)CC(C)(C)NC3(C)C)c(C(C)C)cc1Cl` in SMARCA2 act is listed with 1
`Cc1cc(C)c(NC(=O)c2cc(C(=O)O)ccc2C(=O)O)c([N+](=O)[O-])c1` in ssDAF12 agonist is listed with -0.6
`COc1ccc2c(C)c(C(=O)NCC(C)O)oc2c1OC` (stereo unspecified) in NR1D1 modulator is listed with 1

Other records follow.
SMILES	DAX1 inh-1	ssDAF12 agonist	hgDAF12 agonist	SMARCA2 act	DAX1 inh-2	hcDAF12 agonist	sPLA2-III inh	PG9 binder	NR1D1 modulator	PLCb3 inh	FXN GAA850 act
CN(CCOc1ccc(Cl)cc1)C(=O)CNS(=O)(=O)c1ccc(N(C)C)c([N+](=O)[O-])c1	-1.1	-1.4	-1.1	-1	-1.0	-1.1	-5	-0.3	-9	-3	-2.9
CCOc1ccc(NS(=O)(=O)c2ccc(C(=O)N(C)Cc3cccc(OC)c3OC)cc2)cc1	-3.9	-1.1	-2.8	-1	-0.9	-3.0	-17	-1.6	-4	-7	3.6
CCOC(=O)c1c(CN2CCOCC2)n(C)c2cc(Br)c(O)c(CN(C)C)c12	-0.3&-0.2	-1.2&-1.2	0.5&-0.1	0&1	-0.4&3.0	-2.1&-0.9	-9&-17	-3.1&-1.4	4&0	1&-9	-0.9&-0.6
O=C1NN=C2CCCCCCC12 (stereo unspecified)	0.3	-0.4	1.1	-5	1.8	-0.9	12	0.3	-2	2	-0.3
O=C1C2Sc3[nH]c(=O)sc3C(c3cc([N+](=O)[O-])ccc3O)C2C(=O)N1c1ccccc1 (stereo unspecified)	-0.2	-1.7	-0.1	-2	-0.1	-1.1	-9	-0.8	1	3	-0.2
CCCCOc1ccc(C(=O)NCC(=O)OC2CCOC2=O)cc1 (stereo unspecified)	-0.6	-0.8	-1.1	-1	-0.4	-0.1	8	-1.8	-1	0	-1.9
Fc1ccccc1C1c2[nH]c3ccccc3c2CCN1Cc1ccoc1 (stereo unspecified)	1.4	-0.1	9.0	2	1.6	3.8	-7	-0.5	-2	-32	-1.4
O=S(=O)(Nc1ccccc1)c1ccc(NS(=O)(=O)c2cccs2)cc1	0.1	-1.2	-3.1	-1	0.6	-0.1	-28	-1.1	-1	-2	1.1
CN(Cc1ccccc1)C(=O)c1csc([C@H]2C[C@H](O)[C@@H](CO)O2)n1	0.1	-0.5	2.2	-2	x	-0.9	1	1.7	-5	1	-0.3
COC(=O)c1cccc(C(=O)N2CCCC(CCC(=O)N(C)CCc3ccccn3)C2)c1 (stereo unspecified)	-1.9	-1.4	-2.4	2	0.1	-2.7	-1	-2.8	-1	-4	0.6
COc1cccc(N(CC(=O)NCCSc2ccccc2)S(C)(=O)=O)c1	-0.2	-1.2	-0.3	3	0.0	0.3	-3	-2.1	4	3	-0.8
O=C(CCc1ccccc1)NNC(=O)c1ccc(F)cc1	-0.1	-1.6	-2.0	2	-0.2	-1.8	2	-2.1	6	1	1.4
O=C(C[n+]1cccc(C(=O)N/N=C/c2ccc(Br)cc2)c1)c1ccccc1	0.1	-0.8	5.2	2	-0.1	1.4	0	-1.4	3	-13	4.4
CC(C)c1ccc(NC(=O)CSc2nc3ccccc3nc2N2CCCC2)cc1	-1.5	-0.7	-1.4	-4	0.7	1.6	-7	-1.0	3	-52	2.0
Cn1c(Cc2csc(N)n2)nnc1SCC(=O)NC1CCCCC1	-0.2	-0.9	-0.8	0	1.2	-0.8	1	1.1	0	-6	1.7
COc1ccccc1CCC(=O)NNC(=O)c1ccc(Br)cc1	-0.4	-0.9	-2.9	-3	1.1	-2.2	-14	0.3	-2	-7	1.5
CCOC(=O)c1ccc(NC(=O)COc2ccc(CNCCO)cc2OCC)cc1	-0.5	-0.6	5.7	-1	2.2	-0.8	-1	1.3	-1	6	-0.2
O=C(c1ccc(S(=O)(=O)N2CCOCC2)cc1)N1CCN(c2ccccc2F)CC1	-0.4	-1.7	0.3	-3	0.2	-1.7	-4	3.0	1	1	0.4
Cc1noc(C)c1C(=O)Nc1nnc(-c2ccccc2)s1	-0.4	-1.2	2.0	0	1.1	-1.7	3	-0.2	-2	-6	1.8
CCN(CC)S(=O)(=O)c1ccc(C(=O)NCCN(C)C)cc1	-0.3	-1.0	-1.1	5	0.4	-1.8	3	0.9	2	4	-0.3
O=C(Nc1ccnn1C1CCN(C(=O)c2cnsn2)CC1)c1cccc(F)c1	2.1	-1.1	6.0	1	0.8	-2.1	3	0.1	2	-6	2.9
CCc1ccccc1NC(=O)CN1CCN(C(=O)CCC(=O)N2CCC(c3ccccc3)=N2)CC1	-1.2	-1.9	-2.9	-5	-1.1	-1.6	-7	-1.8	2	-1	-0.2
Cc1cc2c(N=NC(=O)C3CC3c3ccccc3)c(O)[nH]c2cc1Br (stereo unspecified)	0.5	-0.8	1.4	4	-0.8	0.0	-9	-1.8	2	2	4.5
O=C(CS(=O)(=O)c1cn(Cc2ccc(F)cc2)c2ccccc12)N1CCCCC1	0.0	-0.8	0.2	-2	1.0	0.3	-1	-0.3	2	1	-2.6
CCCONC(=O)Nc1ccccc1[N+](=O)[O-]	0.3	-0.6	1.7	-1	-0.3	-2.9	7	-0.4	-7	1	1.9
CC[C@H](C)[C@H](NC(N)=O)C(=O)Nc1ccc(C)cc1	-1.0	-0.5	0.2	2	0.0	1.3	-6	-2.6	-3	0	0.3
CC(=O)Nc1ccccc1OCC(=O)NCCC1=CCCCC1	-0.7	-1.7	-1.5	-2	3.9	-0.2	-1	0.8	-1	1	1.5
CC(C)Oc1ccc(C(=O)Nc2ccc([N+](=O)[O-])cc2)cc1	0.2	-1.2	4.2	-3	1.4	-0.8	12	-0.7	3	0	5.0
CCOC(=O)C1(CCCc2ccccc2)CCN(C(=O)c2cnc(C)cn2)CC1	-0.3	-0.6	-2.4	-1	-1.1	-0.9	-10	-1.1	3	3	0.0
O=C(N/N=C1\CCCc2ccccc21)c1cccc([N+](=O)[O-])c1	-0.1	-0.8	2.2	-3	0.2	-0.8	-1	-0.2	1	-1	0.9
CCc1ccc(NC(=O)CNC(=O)c2cn(-c3ccccc3OC)c(=O)c3ccccc23)cc1	-0.5	-0.8	-2.1	-1	-1.0	-1.7	-13	-1.8	7	-1	0.2

Looked up by structure from the entries so far:
SMILES	DAX1 inh-1	ssDAF12 agonist	hgDAF12 agonist	SMARCA2 act	DAX1 inh-2	hcDAF12 agonist	sPLA2-III inh	PG9 binder	NR1D1 modulator	PLCb3 inh	FXN GAA850 act
O=C(c1ccc(S(=O)(=O)N2CCOCC2)cc1)N1CCN(c2ccccc2F)CC1	-0.4	-1.7	0.3	-3	0.2	-1.7	-4	3.0	1	1	0.4
Cc1cc2c(N=NC(=O)C3CC3c3ccccc3)c(O)[nH]c2cc1Br (stereo unspecified)	0.5	-0.8	1.4	4	-0.8	0.0	-9	-1.8	2	2	4.5
